Screening data: PubChem, National Center for Advancing Translational Sciences (NCATS)
GLP-1R agonist: agonists of human GLP-1 receptor | P43220 | HEK293 GLP-1R CRE-luciferase, luminescence, 4-6 h; cells express a hypersensitive GLP-1R form | Potency, µM (top dose mostly 45.6 µM), for inactives: at the top dose activation, most hits filed as activators | 380,000 compounds, 0.007% hits | AID 624172; also: % of control where 0% means no effect
Target sequence (P43220 whole entry, looked up): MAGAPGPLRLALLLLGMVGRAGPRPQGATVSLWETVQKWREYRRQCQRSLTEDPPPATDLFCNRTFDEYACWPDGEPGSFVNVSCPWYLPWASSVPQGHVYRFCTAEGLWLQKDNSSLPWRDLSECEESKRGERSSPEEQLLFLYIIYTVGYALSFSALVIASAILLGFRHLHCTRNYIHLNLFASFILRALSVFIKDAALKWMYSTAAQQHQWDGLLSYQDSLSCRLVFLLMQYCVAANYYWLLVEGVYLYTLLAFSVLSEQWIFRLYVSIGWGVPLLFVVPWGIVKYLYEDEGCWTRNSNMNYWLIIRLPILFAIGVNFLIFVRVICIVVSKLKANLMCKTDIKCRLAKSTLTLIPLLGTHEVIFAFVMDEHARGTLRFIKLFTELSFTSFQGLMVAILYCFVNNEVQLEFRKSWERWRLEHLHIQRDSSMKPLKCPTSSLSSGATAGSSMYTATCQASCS
TDP43 rescue: TDP-43 toxicity inhibition in yeast; TDP-43 expressing yeast growth rescue, BacTiter-Glo, 24 h; Potency, µM (series often up to 46.1 µM), for the others: top-dose growth rescue (activation), usual class: activators; 410,000 compounds, 1.8% hits; AID 652104; also: % of control where 0% means no effect; nearly all actives have a fitted effect of over 50% in size
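Growth rescue of TDP-43-toxic yeast measured as ATP luminescence (BacTiter-Glo). Cells grown to mid-log in raffinose, induced in galactose at OD600=0.02, exposed to compound 24 hr at 30 deg C.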
HT1080NT lethal: kills 2HG-producing HT-1080-NT fibrosarcoma cells. HT-1080-NT fibrosarcoma viability, CellTiter-Glo ATP luminescence, 48 h. Potency, µM (top dose mostly 46.1 µM), inactives show top-dose activity, negative = less viability, actives largely listed as cytotoxic. 360,000 compounds, 1.6% hits;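 also: NT is the 2HG producing partner of a matched IDH1 knockdown line; 0% = DMSO-treated cells and -100% = media-only wells without cells; nearly all actives have a fitted effect of over 55% in size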
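750 cells/well, RPMI + 5% FBS; 2 h settle, compound pin-transfer, 48 h at 37 degrees C. CellTiter-Glo 10 min RT, luminescence. Normalized to DMSO and media-only wells.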
KB-3-1 tox: KB-3-1 parental cell cytotoxicity; Potency, µM (top dose mostly 46.1 µM), without a hit: at the top dose activity change, negative = cytotoxic, most hits filed as cytotoxic; KB-3-1 viability, CellTiter-Glo ATP luminescence, 72 h; 400,000 compounds, 1.4% hits; AID 1347075; also: % is scaled to controls: 0 for no effect and ±100 for the full control effect; nearly all actives have a fitted effect of over 60% in size
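Parental KB-3-1 adenocarcinoma cells in phenol-red-free DMEM with 10% FBS were pin-treated with compounds at several concentrations, incubated 72 h at 37 °C, and viability read by CellTiter-Glo luminescence; concentration-effect curves were fitted after normalization.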
KB-V1 MDR tox: KB-V1 MDR subline cytotoxicity. KB-V1 MDR cells viability, CellTiter-Glo, 72 h. Potency, µM (highest dose often 46.1 µM), without a hit: at the top dose activity change, negative = cytotoxicity, actives largely listed as cytotoxic. 400,000 compounds, 3.4% hits. AID 1347076; also: % is scaled to controls: 0 for no effect and ±100 for the full control effect; nearly all actives have a fitted effect of over 60% in size
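In this primary screen, KB-V1 cells overexpressing P-gp are incubated with library compounds (lowest to highest concentration) for 72 h at 37 degrees C before a luminescent ATP viability read.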
GLP-1R inv ag: inverse agonists of human GLP-1 receptor | P43220 | HEK293 GLP-1R CRE-luciferase, luminescence, 24 h; GLP-1R form is constitutively active | Potency, µM (top dose mostly 38.3 µM), for the others: at the top dose activity change, negative = inhibition, hits mostly inhibitors | 410,000 compounds, 1.6% hits | AID 624417; also: % is scaled to controls: 0 for no effect and ±100 for the full control effect; nearly all actives have a fitted effect of over 55% in size
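HEK293 cells stably co-expressing constitutively active GLP-1R and a cAMP-responsive luciferase reporter were seeded in DMEM with 10% Nu serum, given compounds after 12 h, and incubated 24 h at 37 deg C. Luminescence was then read.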
GLP1R cytotox: cytotoxic in the GLP-1 receptor inverse agonist counter-screen; HEK293 cAMP-luciferase reporter cells, luminescence, 24 h; Potency, µM (series often up to 38.3 µM), for inactives: top-dose activity change, negative = inhibition, usual class: inhibitors; 410,000 compounds, 0.13% hits; AID 624418;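 also: loss of luciferase light is scored as toxicity; % is scaled to controls: 0 for no effect and ±100 for the full control effect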
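Cells in DMEM/10% Nu serum/1% pen-strep, 1536-well format. Pre-incubated 12 h, dosed with 23 nL compound, incubated a further 24 h. Luciferase detection, 12 min at room temp, luminescence.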
HT1080 IDH1KD tx: kills HT-1080 cells with IDH1 knockdown. Potency, µM (highest dose often 46.1 µM), for the others: at the highest dose activity, negative = toxicity, usual class: cytotoxic. 360,000 compounds, 2% hits. AID 686971. HT-1080 IDH1 knockdown viability, ATP luminescence, 48 h;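 also: 0% = DMSO wells and -100% = cell-free medium wells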
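Knockdown cells (IDH1KD HT-1080) received compounds 2 h after plating at 750 cells/well and were kept 48 h at 37 °C in 5% FBS RPMI. A CellTiter-Glo luminescence read gave % activity for curve fitting.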
SW480 rerep: induces DNA re-replication in SW480 colon adenocarcinoma cells; SW480 DNA re-replication, Hoechst DNA content imaging, 48 h; Potency, µM (highest dose often 46.1 µM), without a hit: at the top dose re-replication activation, hits mostly activators; 340,000 compounds, 1.8% hits; AID 624297; also: % of control where 0% means no effect; nearly all actives have a fitted effect of over 55% in size
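Quantitative HTS format with DMSO vehicle controls; 48 hr drug incubation at 37 C, then 40 min Hoechst staining and scanning imager measurement at 405 nm excitation.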
* = called active by the depositor; u = inconclusive; x = no result given; & = joins results of further samples; [ ] = dose if it differs, or a comment. Calls follow the shape of the dose curve; as a rule, active = well fitted curve in the direction sought with a large enough effect; inconclusive = small, poorly fitted or top-dose-only effect, or another doubt; inactive = no such curve, though single readings can be large; an effect the other way counts as inactive or inconclusive. Potency is read from the fitted curve at half-maximal effect.

Every second line gives: HT1080 IDH1KD tx	KB-3-1 tox	GLP-1R inv ag	GLP-1R agonist	HT1080NT lethal	KB-V1 MDR tox	SW480 rerep	TDP43 rescue	GLP1R cytotox
- CC(NC(=O)c1ccc2c(c1)OCO2)C(c1cccs1)N1CCOCC1 (stereo not given)
    -1.3%	8.7%	-2.3%	0.5%	8.6%	-13.9%	9.4%	-14.4%	-19.8%
- COc1ccccc1NC(=O)C1=C(C)Nc2ncnn2C1c1cccn1C (stereo not given)
    x	3.3%	11.0%	-0.8%	x	-16.6%	x	9.9%	-2.9%
- O=C(Cc1coc2cc3c(cc12)CCC3)NCC1(N2CCCCC2)CCCCC1
    u	-4.2%	10µM*	8.8%	u	u	-5.7%	19.5%	u
- COC(=O)c1ccc(CNC(=O)COC(=O)c2cc(Cl)nc(Cl)c2)cc1
    9.4%	6.0%	26.0%	-2.5%	16.6%	-20.9%	2.5%	7.0%	8.3%
- C=CCN(C(=O)CNS(=O)(=O)c1ccccc1)C(C(=O)NCCOC)c1ccncc1 (stereo not given)
    12.3%	1.1%	-0.7%	3.9%	16.1%	4.2%	1.5%	-6.1%	-2.5%
- Cc1ccc(-n2nc3c(N4CCC(C(=O)NCc5cccc(F)c5)CC4)nnc(C)c3c2C)cc1
    u	-22.6%	u	6.7%	u	-2.0%	-2.6%	4.2%	u
- Cc1c(C(=O)N2CC3(CC(c4cccc(NC(=O)[C@H]5CCC(=O)N5)c4)=NO3)C[C@@H]2C(N)=O)cc([N+](=O)[O-])cc1[N+](=O)[O-] (stereo not given in full)
    14.7%	0.0%	5.5%	-4.7%	17.0%	6.4%	-8.8%	18.3%	4.2%
- Cc1ccc(CNC(=O)c2cccc(NC(=O)N3CCSc4ncccc43)c2)cc1
    x	-16.1%	4.5%	x	x	-5.8%	x	7.1%	4.5%
- O=C(Cc1ccccc1F)Nc1nc2ccccc2[nH]1
    -0.7%	-2.9%	-14.9%	6.6%	2.3%	-6.9%	11.3%	-23.7%	-7.3%
- Cc1ccc(S(=O)(=O)Nc2nccs2)cc1[N+](=O)[O-]
    15.0%	-1.1%	-14.7%	-1.0%	25.8%	u	-1.2%	-21.4%	-1.2%

Profiles, quoted from the list. Screens in order: HT1080 IDH1KD tx	KB-3-1 tox	GLP-1R inv ag	GLP-1R agonist	HT1080NT lethal	KB-V1 MDR tox	SW480 rerep	TDP43 rescue	GLP1R cytotox
Shown for O=C(Cc1ccccc1F)Nc1nc2ccccc2[nH]1 = -0.7%	-2.9%	-14.9%	6.6%	2.3%	-6.9%	11.3%	-23.7%	-7.3%
Shown for Cc1c(C(=O)N2CC3(CC(c4cccc(NC(=O)[C@H]5CCC(=O)N5)c4)=NO3)C[C@@H]2C(N)=O)cc([N+](=O)[O-])cc1[N+](=O)[O-] (stereo not given in full) = 14.7%	0.0%	5.5%	-4.7%	17.0%	6.4%	-8.8%	18.3%	4.2%
Shown for COc1ccccc1NC(=O)C1=C(C)Nc2ncnn2C1c1cccn1C (stereo not given) = x	3.3%	11.0%	-0.8%	x	-16.6%	x	9.9%	-2.9%
Shown for Cc1ccc(-n2nc3c(N4CCC(C(=O)NCc5cccc(F)c5)CC4)nnc(C)c3c2C)cc1 = u	-22.6%	u	6.7%	u	-2.0%	-2.6%	4.2%	u
Shown for C=CCN(C(=O)CNS(=O)(=O)c1ccccc1)C(C(=O)NCCOC)c1ccncc1 (stereo not given) = 12.3%	1.1%	-0.7%	3.9%	16.1%	4.2%	1.5%	-6.1%	-2.5%

Next compounds follow.
Every second line gives: HT1080 IDH1KD tx	KB-3-1 tox	GLP-1R inv ag	GLP-1R agonist	HT1080NT lethal	KB-V1 MDR tox	SW480 rerep	TDP43 rescue	GLP1R cytotox
- NC(=O)c1ccccc1N1CCCCC1
    14.0%	4.5%	31.7%[activator]	-1.9%	8.5%	-9.8%	-18.7%	0.7%	1.6%
- O=C(c1cccnc1)N1CCC2CC1c1c(Cl)cccc12 (stereo not given)
    5.4%	0.1%	-19.3%	-6.0%	6.6%	-10.8%	x	u	-16.8%
- COc1ccc(C(=O)N2CCN(S(=O)(=O)N3CCOCC3)CC2)cc1OC
    13.2%	-4.2%	3.2%	-3.1%	12.5%	-3.8%	1.0%	6.3%	-8.0%
- COc1ccc(C(=O)/C=C/c2ccc(OC)c(COc3ccccc3F)c2)cc1
    -13.3%	0.0%	u	2.3%	-6.4%	-16.6%	u	-4.3%	-2.8%
- Cc1ccccc1CNC(=O)c1ccc2sc([C@H]3C[C@H](O)[C@@H](CO)O3)nc2c1
    0.3%	0.0%	5.7%	-9.7%	-1.0%	3.5%	x	8.4%	0.4%
- C=CCn1c(O)c(N=NC(=S)Nc2ccc(OC)cc2)c2ccccc21
    -20.2%	u	u	-4.1%	-10.3%	-22.5%	2.3%	u	u
- CCCN1CCN(C(c2cc3cc4c(cc3[nH]c2=O)OCO4)c2nnnn2C(C)(C)C)CC1 (stereo not given)
    1.0%	11.7%	0.0%	2.3%	2.1%	29.5%	-7.8%	6.5%	-12.3%
- O=C(COC(=O)c1ccc[nH]c1=O)NCCc1ccc(Cl)cc1Cl
    3.9%	-8.7%	-6.7%	-2.2%	0.5%	-0.9%	-4.6%	14.6%	-27.1%
- O=C(Cc1cccs1)Nc1ccc(F)c(F)c1
    17.8%	4.9%	-3.8%	-2.7%	14.7%	8.1%	9.9%	u	-1.1%
- CSc1ccccc1NS(=O)(=O)c1cccc2nonc12
    -8.0%	-1.1%	u	-4.0%	-1.9%	10.1%	-7.4%	19.9%	0.1%
- O=C(CN1C(=O)COc2ccc(Cl)cc21)Nc1cccc(F)c1
    x	9.3%	u	x	x	2.0%	x	u	3.1%
- C=CCn1cnc2sc(C(=O)Nc3ccccc3OC)c(C)c2c1=O
    4.2%	13.5%	1.1%	4.0%	8.9%	6.9%	-2.8%	18.5%	1.1%
- COc1ccccc1N1CCN(/N=C/c2ccc(OC)c(OC)c2OC)CC1
    8.3%	0.8%	0.4%	7.3%	10.5%	-0.9%	1.9%	6.9%	-12.9%
- CCOC(=O)Cc1nnc(Nc2ccc(C(=O)NC)cc2)c2ccccc12
    u	-6.6%	12.2%	10.6%	24.0%	12.9%	-14.2%	0.0%	u
- O=C(NCc1ccc2c(c1)CCO2)Nc1cccc(C(F)(F)F)c1
    -3.7%	-10.4%	u	12.0%	-2.6%	u	2.3%	-20.3%[1.82 µM]	-1.4%
- CN1C2CCC1CC(NS(=O)(=O)c1ccc(C#N)cc1)C2 (stereo not given)
    2.4%	5.8%	15.8%	-2.9%	5.2%	11.9%	-2.1%	3.3%	1.0%
- COC(=O)C1=C(C)NC(C)=C(C(=O)OCC(C)C)C1c1ccccc1[N+](=O)[O-] (stereo not given)
    25.9µM*	-4.1%	u	-0.9%&-6.7%	16.4µM*	3.66µM*	u	35.5µM*	-8.2%
- O=C(NC(=S)NCc1ccncc1)c1ccccc1
    -5.9%	-2.1%	13.8%	-4.2%	-3.0%	-23.7%	-4.8%	7.3%	4.4%
- CCOc1ccc(S(=O)(=O)NCCCn2ccnc2)cc1NC(C)=O
    1.1%	1.7%	-13.7%	6.9%	13.3%	-10.8%	0.7%	-22.0%[1.82 µM]	13.4%
- CC(=O)c1ccc(N2CCN(C(=O)CS(=O)(=O)c3cccc4nsnc34)CC2)cc1
    x	-2.2%	-4.2%	11.4%	x	-48.1%	x	u	-5.6%
- Cc1ccc(C)c(NC(=O)c2cc3ccccn3n2)c1
    0.3%	-12.1%	-13.0%	14.0%	10.6%	u	-11.8%	u	5.5%
- O=C(CSc1cccc[n+]1[O-])NCC1CCCCC1
    13.4%	2.7%	5.4%	3.1%	12.6%	3.1%	1.1%	-5.7%	-16.3%
- Cc1c(C(=O)OCC[N+]2(C)CCCCC2)oc2ccccc12
    -1.7%	u	-9.9%	1.8%	-2.1%	-14.4%	18.9%	-23.4%	4.8%
- O=C(N/N=C/c1ccc(Cl)c([N+](=O)[O-])c1)c1cc(-c2ccc3c4c(cccc24)CC3)n[nH]1
    8.2µM*	u	-7.5%	10.7%	5.17µM*	u	u	-16.7%	-0.8%
- Cc1ccc(NC(=O)Cc2ccc(NC(=O)N3CCCCc4ccccc43)cc2)cc1
    x	11.3%	7.94µM*	x	x	u	x	16.1%	-9.7%
- CCOc1ccccc1CN1CCC(O)CC1
    4.2%	-7.7%	4.5%	2.6%	0.9%	24.2%	1.3%	-14.7%	-2.8%
- Cc1ccc(S(=O)(=O)NC(=O)C2(C)CCN2C(=O)c2cccc(F)c2)cc1 (stereo not given)
    0.4%	0.0%	24.5%	-6.7%	23.4%	3.1%	x	16.1%	9.7%
- COc1ccc(/C(=C\Nc2ccc(C)c(C)c2)C(C)=O)cc1OC
    8.4%	0.5%	25.3%[7.66 µM]	u	6.6%	-8.9%	-2.8%	u	2.2%[7.66 µM]
- CC(=NCCc1c(C)[nH]c2ccc(C)cc12)C1=C(O)CC(c2ccccc2)CC1=O (stereo not given)
    8.2µM*	5.8µM*	3.55µM*	5.0%	-28.9%	5.8µM*	6.51µM*	-59.4%[inhibitor]	u
- CCCN=C1N(CC)C[C@@H]2[C@@H]3C(=O)N(Cc4ccccc4)C(=O)[C@@H]3[C@](C)(C(=O)OC)N12
    13.4%	-3.8%	0.2%	-0.3%	-1.0%	-4.2%	u	-6.3%	-14.5%
- CCC(=O)Nc1nonc1-c1nc2ccccc2n1CCC(C)C
    u	0.0%	u	5.0%	-22.1%	0.0%	-2.9%[9.22 µM]	7.5%	14.0%
- CN(Cc1ccccc1)C(=O)c1ccc2c(c1)OCO2
    2.4%	-3.9%	5.3%	12.0%	-6.2%	11.0%	-3.7%	5.4%	5.5%
- Cc1ccc(C(=O)Nc2ccc3oc(-c4cccnc4)nc3c2)c(Cl)c1
    x	-14.0%	-16.4%	x	x	-24.7%	x	0.0%	-4.2%
- CCOc1ccccc1N1CCN(C(=O)c2ccc(S(=O)(=O)Nc3ccccc3)cc2)CC1
    -15.0%	u	u	-1.3%	-16.8%	4.0%	0.6%	2.9%	-6.7%
